Rac1 GTP hydrolysis – MgcRacGAP GTPase-activating activity inhibitors, confirmation, biochemical, ADP Hunter fluorescence | MgcRacGAP-stimulated Rac1 GTP hydrolysis, ADP Hunter fluorescence; higher % means a stronger effect; GST-tagged Rac1 F28L mutant substrate | inhibition, % at 30 µM; hits with a dose series show IC50 in µM | 340,000 compounds, 0.6% hits | AID 624330;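 active = first-screen hits whose inhibition reached a set limit at any dose in the follow-up dose series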;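 also: fluorescence reports GDP produced by GAP-driven GTP hydrolysis; strong numbers were not always called active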
RSV antiviral HEp-2 – inhibition of RSV-induced cytopathic effect – HEp-2 cells, primary 10 µM value included (AID 2391); HEp-2 cells, RSV-induced CPE inhibition; higher % means a stronger effect; CPE inhibition, % at 10 µM, or IC50 in µM where a hit was titrated; 310,000 compounds, 0.13% hits; in the data active = a potency from the dose series; also: strong numbers were not always called active
NTR1 ag – NTR1-driven beta-arrestin-GFP spot formation – imaging, U2OS cells, high content, primary screen (AID 493036); activation, % at 20 µM; P30989; agonist mode; 330,000 compounds, 0.17% hits;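 active = activation at or above 40% of the spot to cytoplasm intensity ratio, with at least 20 cells analyzed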;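 also: 0% = DMSO without peptide and 100% = 100 nM NTR1 peptide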
Target sequence (P30989 whole entry, looked up): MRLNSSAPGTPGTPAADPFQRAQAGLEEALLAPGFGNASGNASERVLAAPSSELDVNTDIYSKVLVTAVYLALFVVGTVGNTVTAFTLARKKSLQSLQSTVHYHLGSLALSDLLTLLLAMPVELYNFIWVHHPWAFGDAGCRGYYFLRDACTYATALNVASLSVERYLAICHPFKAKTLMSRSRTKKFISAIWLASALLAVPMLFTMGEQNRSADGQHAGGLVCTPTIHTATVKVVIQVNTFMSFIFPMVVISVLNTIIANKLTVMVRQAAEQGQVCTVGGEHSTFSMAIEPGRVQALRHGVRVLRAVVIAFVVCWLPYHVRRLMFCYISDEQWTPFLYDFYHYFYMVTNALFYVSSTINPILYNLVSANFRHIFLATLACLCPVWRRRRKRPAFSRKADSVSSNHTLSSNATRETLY
Myeloid diff MLP – myeloid differentiation induction | ER-HoxA9 myeloid progenitors, lysozyme-GFP differentiation, flow cytometry | calls only at 10 µM | 360,000 compounds, 1% hits;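 active = normalized GFP-positive differentiation at or above the plate's own cutoff, the solvent-only control mean plus 3 SD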;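 also: cells exposed to compound for four days before flow analysis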
PhoP inhibition – inhibitors of PhoP regulon expression, primary screen, Salmonella Typhimurium, GFP reporter (AID 1863). S. Typhimurium PhoP-regulated promoter GFP reporter, 4 h; higher % means a stronger effect. 300,000 compounds, 0.16% hits. inhibition, % at 50 µM, or IC50 in µM where a hit was titrated;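 active = inhibition over 29.93%, a cutoff 3 SD above the screen mean, later confirmed by dose response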;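 also: 0% = low Mg2+ inducing control and 100% = high Mg2+ repressing control; strong numbers were not always called active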
Large T inhibition – SV40 large T antigen inhibitors, biochemical (AID 1903); SV40 large T antigen ATPase/helicase inhibition assay; higher % means a stronger effect; one-dose inhibition, % at 20 µM; IC50 in µM for titrated hits; 310,000 compounds, 0.39% hits; in the data active = a potency from the dose series; also: strong numbers were not always called active
T cell HTS – T cell immune modulators affecting CD8 T cell-vesicle binding; calls only at 7 µM; 330,000 compounds, 0.068% hits; AID 2052; 2C CD8+ T cell-vesicle binding, flow cytometry; hits give low values;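 active = response, share of CD8 T cells binding vesicles, and their 90th percentile fluorescence all below set limits, cut at about 80% in these data, passing the limit was not always enough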
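Assay system: 2C TCR transgenic mouse naive CD8+ T cells, MACS-purified | Read-out: CD8+ gate FL2 mean fluorescence as % of same-row positive control | Signal: High-throughput flow cytometry with anti-B7-1 and anti-CD8 staining | Timing: Binding step 1.5 h, 37 °C, antibody labelling 20 min, ice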
TNAP activators – human TNAP enzyme activators, primary screen, biochemical, luminescent, no phosphate acceptor, uHTS (AID 1001); one-dose activation fold at 20 µM; EC50 in µM for titrated hits; purified TNAP, luminescent activation assay, no phosphate acceptor; higher activation fold means a stronger effect; 200,000 compounds, 0.03% hits; in the data active = activation fold from about 3, or a potency from the dose series; inactive = the rest, 99 in 100 with activation fold below about 1.6; also: many of its hits are not listed in these tables
UTI89 phage lysis – protection from phage-mediated lysis, alamar blue read-out – E. coli UTI89, K1F phage, bacterial capsule biogenesis inhibitors (AID 488966) | E. coli UTI89 K1F phage lysis, alamar blue, 2 h; higher % means a stronger effect | inhibition, % at 100 µM; hits with a dose series show IC50 in µM | 340,000 compounds, 0.02% hits;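 active = phage lysis inhibition, versus mean bacterial control, above a set limit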;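 also: capsule biogenesis inhibitors block K1F phage lysis so surviving cells raise fluorescence; higher fluorescence means more inhibition of phage lysis; actives were called in the ten point dose series up to 300 µM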
T cell HTS vesicle-bound % – second read-out of T cell HTS, no call of its own (marks repeat the call); double positive events, %; measured here: CD8+ vesicle-bound cell fraction;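 binding gate set so that unloaded-vesicle control wells show 10% double positive cells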
NTR1 ag cell count 20 µM – second read-out of NTR1 ag, no call of its own (marks repeat the call); cell count; measured here: cell count, cytotoxicity flag
Myeloid diff MLP GFP+ MAC1+ % – recorded beside Myeloid diff MLP, whose call it bears; GFP+ MAC1+ double positive, %; measured here: differentiation confirmed by MAC1 staining
* marks the source's active call; other numbers are inactive results; i = inactive; · = no result given; [ ] = remark or other dose.

SMILES | Rac1 GTP hydrolysis | RSV antiviral HEp-2 | NTR1 ag | NTR1 ag cell count 20 µM | Myeloid diff MLP | Myeloid diff MLP GFP+ MAC1+ % | PhoP inhibition | Large T inhibition | T cell HTS | T cell HTS vesicle-bound % | TNAP activators | UTI89 phage lysis
COC(=O)c1ccc(C2/C(=C(/O)c3ccc4c(c3)CC(C)O4)C(=O)C(=O)N2Cc2ccncc2)cc1 (stereo not given) | -6.8% | 0.9% | -1.0 | 56 | i | 1.0 | -13.9% | 8.7% | i | 57.9 | · | -1.0%
COc1ccc(OCc2nc(N)nc(Nc3ccc(C)cc3)n2)cc1 | 4.8% | 2.3% | -0.7 | 83 | i | 0.1 | 5.3% | 2.0% | i | 37.7 | 1.1 | 1.4%
O=C(CS)Nc1ccc2ccccc2c1 | -4.9% | 4.2% | · | · | i | 0.2 | 4.9% | -4.0% | i | 34.1 | · | -0.1%
CCOC(=O)c1c(C)[nH]c(C(=O)COC(=O)/C=C/c2cccc(OC)c2OC)c1C | 5.3% | 6.6% | -0.5 | 52 | i | 0.6 | -5.5% | 5.8% | i | 40.4 | 1.1 | 0.0%
O=C(Nc1ccc(F)cc1)C1CCC(CNc2c(N3CCCCC3)c(=O)c2=O)CC1 (stereo not given) | 8.4% | 3.3% | 1.9 | 49 | i | 0.6 | -0.7% | 8.4% | i | 28.6 | · | 0.3%
CCOC(=O)N1CCC(NC(=O)Cn2c3c(c(-c4ccccc4Cl)cc2=O)CCC3)CC1 | 0.3% | 3.1% | 0.5 | 42 | i | 1.3 | -3.4% | 32.9% | i | 47.2 | 1.1 | 2.9%
Cc1csc(NC(=O)CSc2nnnn2C)n1 | -6.1% | 0.8% | 1.5 | 100 | i | 0.4 | -7.1% | 0.1% | i | 62.0 | 1.1 | -0.5%
CCOC(=O)c1c(C)[nH]c(C(=O)COC(=O)c2cnc(C)cn2)c1C | 2.2% | 1.1% | -0.8 | 48 | i | 1.2 | 0.0% | 3.8% | i | 28.8 | 1.1 | 0.3%
CC1(C(=O)NCCc2c[nH]c3ccccc23)C=CCN1C(=O)c1ccccc1 (stereo not given) | 6.0% | 2.2% | -0.4 | 60 | i | 1.8 | -2.8% | 3.5% | i | 23.6 | 1.1 | 3.5%
Cc1cc(N2CCN(c3ccccc3Cl)CC2)n2cc(-c3ccccc3)nc2n1 | 0.2% | 5.2% | 18.7 | 85 | i | 3.9 | 2.3% | 22.5% | i | 51.0 | 1.2 | -0.1%
S=C(NCCSCc1ccccc1Cl)Nc1ccccc1 | 15.2% | 3.0% | 0.0 | 34 | · | · | -4.9% | 3.5% | i | 30.0 | 1.2 | 0.6%
Cc1cc(N/N=C2\CC(C)CC(C)(C)C2)nc2ccccc12 (stereo not given) | -15.6% | 4.1% | 19.5 | 44 | i | 0.4 | -2.0% | 8.0% | i | 28.1 | 1.3 | 1.5%
COC(=O)c1ccccc1NC(=O)c1cnn2c(C(F)F)cc(C3CC3)nc12 | 11.2% | 4.7% | 10.6 | 59 | i | 0.0 | -1.7% | -4.1% | i | 24.5 | 1.1 | 0.6%
Cc1cccc(CN2CCN(C(C)C(=O)NC(C)c3ccccc3)CC2)c1 (stereo not given) | 84.2µM* | -1.2% | -1.0 | 106 | i | 0.3 | 0.0% | 4.2% | i | 65.5 | · | 0.2%
C#CCOCCOCCOCCNc1nc(N2CCN(C(=O)[C@H]([C@@H](C)CC)n3cc([C@@H](N)Cc4ccc(O)cc4)nn3)CC2)nc(N2CCN(C(=O)[C@H]([C@@H](C)CC)n3cc([C@@H](N)CC(C)C)nn3)CC2)n1 | 1.1% | -1.7% | -1.8 | 87 | i | 0.9 | -2.0% | 8.1% | i | 48.6 | 1.2 | -0.1%
CC1(C)CC(=O)c2c(O)cc(O)cc2O1 | -1.8% | 0.9% | 0.2 | 78 | i | 0.9 | -5.7% | 4.3% | i | 15.3 | 1 | 3.0%
Cc1c(Br)c([N+](=O)[O-])nn1CC(=O)Nc1sc2c(c1C(=O)OC(C)C)CCC(C)C2 (stereo not given) | 6.0% | 1.3% | -0.3 | 79 | i | 0.3 | 5.1% | 1.2% | i | 19.6 | 1 | 0.1%
Cc1cc(C)c2c3c(sc2n1)C(c1ccccc1)C(C#N)=C(N)O3 (stereo not given) | 15.3% | · | 5.6 | 79 | · | · | -7.2% | 25.3% | i | 20.0 | 1.1 | -0.5%
CCCOc1ccc(N2C(=O)CC(N(Cc3ccccc3)N=O)C2=O)cc1 (stereo not given) | · | 0.0% | -0.5 | 59 | i | 0.3 | -0.4% | 15.1% | i | 35.9 | · | ·
CCOc1ccc(-c2nn(-c3ccccc3)cc2/C=C2\SC(=S)N(Cc3ccco3)C2=O)cc1 | 5.2% | 3.6% | 2.1 | 60 | i | 0.0 | -20.9% | 5.3% | i | 48.2 | 1 | 2.0%[50 µM]
O=C(CN1CCN(S(=O)(=O)N2CCOCC2)CC1)Nc1cc(Cl)cc(Cl)c1 | 4.1% | 4.2% | 2.8 | 38 | i | 0.2 | 9.4% | 5.7% | i | 23.6 | · | 0.0%
CCN(CC(=O)NCc1cccs1)S(=O)(=O)c1ccc(F)cc1 | 5.9% | -1.4% | 0.1 | 42 | i | 0.5 | -7.7% | 13.1% | i | 56.6 | · | 1.2%[50 µM]
CC(C)c1cc(C(C)C)c(S(=O)(=O)N2CCNCC2)c(C(C)C)c1 | 4.4% | 0.7% | 1.5 | 50 | i | 0.5 | · | 1.2% | i | 46.0 | · | 1.1%
C=C1CSc2nc3ccccc3c(=O)n21 | 5.7% | 0.7% | -1.3 | 55 | i | 1.2 | -9.0% | 7.0% | i | 54.6 | 1.1 | 2.8%
Cc1ccccc1NC(=S)Nc1cccc([N+](=O)[O-])c1 | 11.9% | 2.7% | 1.0 | 36 | i | 1.2 | 9.1% | 5.4% | i | 21.1 | 1 | 2.3%
O=C(CSc1nc2c([nH]c3ccccc32)c(=O)n1-c1ccc(F)cc1)NCc1ccco1 | 11.9% | 3.8% | 6.3 | 56 | i | 3.5 | 9.1% | 5.2% | i | 28.8 | 1 | -0.8%
CC(C)CC(=O)c1c[nH]c(C(=O)NCc2ccc(F)cc2)c1 | 9.1% | 4.3% | 0.6 | 89 | i | 0.6 | -0.2% | 4.6% | i | 20.9 | · | 0.1%
CN1CCN(c2cc(=O)n(-c3ccc(Cl)cc3)c(=O)[nH]2)CC1 | 0.2% | 0.6% | 1.0 | 54 | i | 1.2 | -5.1% | 5.6% | i | 18.2 | 1.1 | 0.8%
Cn1cc(CNC(=O)C2CCC(=O)N(Cc3ccccc3F)C2)cn1 (stereo not given) | 5.7% | -0.5% | 1.0 | 50 | i | 0.9 | 0.0% | -13.2% | i | 5.0 | · | 0.0%
COc1cc(C(C)=O)ccc1Oc1cnccn1 | 5.8% | 2.7% | 0.3 | 63 | i | 0.5 | 4.1% | 9.8% | i | 56.7 | 1.1 | 0.3%
Cc1nn(-c2ccccc2)c2[nH]c(=O)cc(C(F)F)c12 | 5.7% | -0.5% | -0.4 | 56 | i | 1.2 | · | · | i | 33.2 | · | 3.3%
CC(=O)N(C)c1ccc(OCC(O)Cn2c(C)nc3ccccc32)cc1 (stereo not given) | 0.6% | 1.5% | 1.2 | 54 | i | 0.4 | -2.9% | 6.5% | i | 31.3 | 1.1 | 0.1%
CCOC(=O)c1cccc(NC(=O)CC2Oc3ccccc3NC2=O)c1 (stereo not given) | 5.7% | 3.7% | 0.5 | 62 | i | 0.8 | -8.5% | 13.0% | i | 19.3 | · | 0.1%
CCCc1ccc2oc(C(=O)N(Cc3ccncc3)CC3CCCO3)c(C)c2c1 (stereo not given) | 8.7% | 3.6% | 6.8 | 60 | i | 3.8 | 3.9% | 2.2% | i | 58.3 | · | -0.4%
Fc1ccc(-c2nn3c(C4COc5ccccc5O4)nnc3s2)cc1 (stereo not given) | 10.7% | 5.7% | 0.9 | 72 | i | 1.8 | 4.0% | 12.0% | i | 22.3 | 1.2 | 0.1%
CCCCOc1ccccc1-c1ccccc1CN1[C@@H](C(C)C)COCCS1(=O)=O | 8.4% | · | 9.7 | 54 | i | 0.2 | · | · | · | · | · | 0.1%
COc1ccc(NC(=O)CSc2nnc(CN3CCOCC3)n2-c2ccccc2)cc1Cl | 7.8% | -1.4% | 0.7 | 84 | i | 4.6 | 5.7% | 18.6% | i | 13.7 | 1 | 2.9%
O=C(O)c1ccc(Cn2nnc3sc4c(c3c2=O)CCCC4)cc1 | · | 0.2% | -0.1 | 96 | i | 0.2 | -0.7% | 13.8% | i | 50.2 | 1.1 | ·
CC1=CC(C)(C)Nc2ccc(OC(=O)c3cccnc3)cc21 | 19.0% | 6.1% | -1.3 | 73 | i | 0.4 | -0.9% | 9.5% | i | 18.1 | 1.1 | 0.3%
CCOC(=O)Cn1c(=N)n(Cc2ccccc2F)c2ccccc21 | 4.7% | 2.7% | 1.5 | 75 | i | 1.1 | 6.2% | 1.0% | i | 30.2 | 1.1 | -0.3%
O=C1CC(N2CCN(c3nc4ccccc4s3)CC2)C(=O)N1Cc1cccs1 (stereo not given) | 11.0% | 8.0% | 0.3 | 65 | i | 1.7 | 13.2% | 11.6% | i | 54.4 | 1 | -0.1%
O=C(c1ccc2c(c1)N(Cc1ccccc1)C(=O)c1ccccc1S2)N1CCCC1 | 12.4% | 1.9% | 0.5 | 81 | i | 9.5 | -10.0% | 17.6% | i | 23.0 | 1.1 | -0.5%
COc1ccc(/C=C/C(=O)Nc2cc(F)ccc2C)cc1S(=O)(=O)N1CCOCC1 | 6.8% | 2.7% | -1.9 | 65 | i | 0.1 | 6.5% | 4.9% | i | 20.1 | 1.1 | 0.1%
COc1ccc2nc(NC(=O)c3sc4nc(C)cc(C)c4c3N)sc2c1 | 12.8% | 0.5% | 3.4 | 82 | i | 0.4 | -5.7% | 8.3% | i | 23.2 | · | 0.1%
CCN(CC)S(=O)(=O)c1ccc(N2CCCCC2)c(NC(=O)/C=C/c2cc(OC)c(OC)c(OC)c2)c1 | 0.9% | 8.3% | 0.5 | 51 | i | 0.8 | -9.8% | 109.8% | i | 53.7 | 1.1 | 4.0%
CCN(CC)CCCNCC(=O)Nc1ccc(OC)c(Cl)c1 | · | -1.7% | 2.8 | 51 | · | · | -1.8% | 2.2% | i | 24.9 | · | ·

Screens (PubChem BioAssay)
